# HPDE-C7 viability: HPDE-C7 pancreatic duct cell viability loss – fluorescence, HTS (AID 430) | cytotoxicity, % at 10 µM; hits with a dose series show EC50 in µM | 63,000 tested, 1.8% active | HPDE-C7 pancreatic duct cells viability, fluorescence; higher % means a stronger effect;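 also: cells exposed to compound for 48 hours before viability readout; 0% = vehicle and 100% = reference cytotoxic drug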
# Spn PMK inh: blocks S. pneumoniae phosphomevalonate kinase; purified PMK, PK/LDH-coupled NADH absorbance 340 nm; inhibition, % at 10 µM; 65,000 tested, 0.49% active; AID 539;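 active = top-ranked compounds by inhibition in the single 10 µM screen, taking a fixed number of the strongest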;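 also: 0% = full reaction with DMSO carrier and 100% = background rate without enzyme reaction; no value below 0 was filed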
# HPDE-C7K KRASV12: cytotoxicity in KRAS-transformed pancreatic duct cells, primary screen, cell-based, fluorescence, HTS (AID 431) | cytotoxicity, % at 10 µM, or EC50 in µM where a hit was titrated | HPDE-C7K KRASV12 cells, Alamar Blue viability, 48 h; higher % means a stronger effect | 63,000 tested, 1.7% active;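 active = compounds whose percent cytotoxicity in the single-dose primary screen, scaled between solvent and toxic-drug controls, exceeds 50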;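 also: 0% = DMSO solvent wells and 100% = doxorubicin-treated wells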
# LYP phosphatase: inhibition of human PTPN22 tyrosine phosphatase – biochemical, DiFMUP fluorescence, recombinant catalytic domain, 10 µM, primary screen (AID 606); inhibition, % at 10 µM; hits with a dose series show IC50 in µM; recombinant LYP catalytic domain, DiFMUP fluorescence; higher % means a stronger effect; 52,000 tested, under 10 active;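 active = IC50 under 40 µM in the dose-response test; inactive = IC50 of 40 µM or more, or never dose-tested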
# Spn MK inh: blocks S. pneumoniae mevalonate kinase | purified MK, PK/LDH-coupled NADH absorbance 340 nm | inhibition, % at 10 µM | 65,000 tested, 0.48% active;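 active = ranked among the strongest by inhibition in the single 10 µM screen, a fixed top-ranked set picked for dose follow-up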; also: no value below 0 was filed
# Spn DPM-DC inh: blocks S. pneumoniae diphosphomevalonate decarboxylase; purified DPM-DC, PK/LDH coupled NADH fluorescence; calls only at 10 µM; 65,000 tested, 0.49% active;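 active = the 320 compounds with the highest percent inhibition in the single-dose primary screen, excluding strongly autofluorescent ones, cut at about 32% in these data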;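 also: kinetic rate of NADH fluorescence loss reporting ADP formed by the decarboxylase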
# HT1080 viability: cytotoxicity in HT1080 fibrosarcoma cells, cell-based, fluorescence readout (AID 620). 87,000 tested, 0.42% active. HT1080 viability, fluorescence; higher % means a stronger effect. cytotoxicity, % at 10 µM, or EC50 in µM where a hit was titrated;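 also: cells exposed to compound overnight then 4 h with Alamar Blue; 0% = vehicle DMSO and 100% = killing control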
# TNAP inhibition: inhibition of tissue-nonspecific alkaline phosphatase – biochemical, luminescent (AID 518). 64,000 tested, 0.09% active. inhibition, % at 20 µM, or IC50 in µM where a hit was titrated. purified TNAP enzyme, luminescent substrate readout; higher % means a stronger effect; in the data active = a potency from the dose series; inactive = the rest, 99 in 100 with inhibition below about 22%;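 also: plate controls were vehicle for no effect and reference inhibitor for full effect; many of its hits are not listed in these tables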
# Bfl-1 displacement: Bfl-1 inhibitors, primary screen, biochemical, fluorescence polarization, FITC-Bid, mouse (AID 432). 64,000 tested, 0.02% active. displacement, % at 20 µM; hits with a dose series show IC50 in µM. FITC-Bid BH3 peptide fluorescence polarization displacement; higher % means a stronger effect; in the data active = a potency from the dose series; inactive = the rest, 99 in 100 with displacement below about 15%; also: strong numbers were not always called active
# Spn PMK inh pilot replicates: recorded beside Spn PMK inh, whose call it bears; inhibition, %; measured here: pilot screen replicates
# Spn MK inh pilot replicates: further read-out of Spn MK inh, marked with its call; inhibition, %; measured here: pilot screen replicates
# Spn DPM-DC inh pilot screen %: recorded beside Spn DPM-DC inh, whose call it bears; inhibition, %; measured here: pilot screen trials
# * marks the source's active call; other numbers are inactive results; i = inactive; x = no result given. Rule as the data show it, unless noted: active = cytotoxicity above about 50%; inactive = the rest.
SMILES,HPDE-C7 viability,Spn PMK inh,HPDE-C7K KRASV12,LYP phosphatase,Spn MK inh,Spn DPM-DC inh,HT1080 viability,TNAP inhibition,Bfl-1 displacement,others
O=C1CCCN1CCC1CCN(C2CC(=O)N(c3ccc(F)cc3)C2=O)CC1 (centres undefined),6%,0,7%,-20%,5,i,11%,9%,0%,
CCC(C)NC(=O)N[C@@H](CCSC)C(=O)O (some centres undefined),3%,0,11%,10%,9,i,-2%,7%,6%,
CCNS(=O)(=O)c1cc(Br)ccc1OC,5%,4,1%,-2%,4,i,0%,10%,2%,
O=C(NC1CCS(=O)(=O)C1)N1CCCCC1 (centres undefined),-4%,4,-8%,6%,7,i,9%,8%,-1%,Spn PMK inh pilot replicates=3.0;Spn MK inh pilot replicates=1.0;Spn DPM-DC inh pilot screen %=2.5
Cc1cc(C)c(NC(=O)CS(=O)CC(=O)N2CCN(c3ccc(F)cc3)CC2)c(C)c1 (centres undefined),-8%,9,9%,x,12,i,-12%,14%,-9%,
Cc1ccc(-c2nc3c(=O)n(C)c4ccccc4c3o2)cc1,8%,7,13%,x,3,x,-1%,7%,2%,
CCOc1cc2c(cc1OCC)C(C(=O)O)C(c1cc(OC)c(OC)c(OC)c1)N(C)C2=O (centres undefined),2%,11,-1%,x,11,i,-3%,-1%,2%,
CCCCOc1ccccc1Cn1c(=O)oc2ccccc21,-13%,6,-6%,6%,5,i,9%,8%,2%,
O=C(COC(=O)C1COc2ccccc2O1)NC(=O)Nc1ccc2c(c1)OCCO2 (centres undefined),-23%,13,-19%,8%,6,i,-8%,10%,-6%,
COc1ccc(CCNC(=O)CCNS(=O)(=O)c2ccc3c(c2)CCN3C(C)=O)cc1OC,12%,11,1%,x,7,i,1%,14%,-6%,
COc1ccc(N2CSC3=C(C#N)C(c4cc(OC)c(OC)cc4OC)CC(=O)N3C2)c(OC)c1 (centres undefined),11%,2,1%,-4%,20,i,-5%,9%,2%,
COc1ccccc1NC(=O)CN1CCCCC1,3%,7,11%,4%,8,i,5%,12%,-8%,
Cc1cc2c(cc(C(=O)N3CCC(C(=O)NC4CCCC4)CC3)n2Cc2c(F)cccc2Cl)o1,-11%,19,2%,11%,9,i,0%,-2%,0%,
CC1(C(=O)NCc2cccnc2)CCC(=O)N1Cc1cccs1 (centres undefined),-2%,8,-2%,14%,11,i,4%,11%,1%,
O=C(O)Cn1nnnc1-c1ccc(F)cc1,-1%,0,-10%,8%,6,i,5%,2%,-2%,
CCn1c(COc2ccc(Cl)cc2)nnc1SCC(=O)Nc1ccc2c(c1)OCCO2,2%,4,3%,x,4,i,0%,9%,4%,
O=C(Nc1cccc(C(=O)N2CCOCC2)c1)c1ncn[nH]1,2%,3,3%,14%,5,i,4%,2%,-3%,
CC1CCN(CCCNC(=O)c2n[nH]c(=O)c3ccccc23)CC1,7%,0,-1%,0%,2,i,-2%,12%,-5%,
O=C(Nc1ccccc1)NC1(C(=O)NCc2ccco2)CCCCC1,-11%,15,-1%,x,2,i,8%,4%,-5%,
COC(=O)C1C(c2ccccc2)C(C(=O)N2CCN(C)CC2)C1c1ccccc1 (centres undefined),6%,11,12%,12%,1,i,-2%,17%,1%,
CCN1CCN(CCNC(=O)c2ccc(CS(=O)(=O)c3c(Cl)cccc3Cl)o2)CC1,-2%,6,-6%,x,0,i,3%,1%,-2%,
COc1ccc(CNC(=O)C(c2ccco2)N(Cc2cccs2)C(=O)Cc2cccs2)cc1 (centres undefined),-4%,10,8%,-10%,4,i,-7%,9%,8%,Spn PMK inh pilot replicates=0.5;Spn MK inh pilot replicates=0.0;Spn DPM-DC inh pilot screen %=0.0
OCc1nc2ccccc2n1CCCOc1ccccc1,-4%,3,6%,x,7,i,12%,17%,-11%,Spn PMK inh pilot replicates=0.5;Spn MK inh pilot replicates=2.5;Spn DPM-DC inh pilot screen %=0.0
COCCn1c(-c2ccc(OC)cc2)cnc1SCC(=O)Nc1cc(C)on1,-8%,22,7%,5%,7,i,-5%,9%,2%,
COC(=O)c1cc2oc(C)cc2n1CC(=O)N1CCCc2ccccc21,4%,10,9%,-14%,9,i,3%,-4%,2%,
Cn1nc(-c2ccc(N3CCOCC3)c(NS(=O)(=O)c3ccccc3)c2)c2ccccc2c1=O,-3%,7,-4%,-2%,8,i,6%,10%,-3%,
COc1ccccc1CNC(=O)COC(=O)c1ccc(NC(N)=O)cc1,x,12,x,9%,0,i,-1%,0%,-3%,
Cc1ccc(C(C)NC(=O)c2cc(C)oc2C)cc1 (centres undefined),-5%,0,-14%,4%,9,i,0%,6%,-1%,
CC(=O)N1CCc2cc(S(=O)(=O)CCC(=O)N3CCN(C(=O)c4ccco4)CC3)ccc21,2%,4,8%,1%,8,i,5%,3%,0%,Spn PMK inh pilot replicates=0.5;Spn MK inh pilot replicates=0.0;Spn DPM-DC inh pilot screen %=0.0
C=CCOc1cccc(C2C(C(=O)c3ccco3)=C(O)C(=O)N2CCN2CCOCC2)c1 (centres undefined),x,12,x,-2%,8,i,7%,7%,10%,
CN1CCN(C(=O)c2ccc(-c3nn(C)c(=O)c4ccccc34)cc2)CC1,x,9,x,0%,8,i,3%,x,x,
O=C(c1ccco1)N1CCN(c2cc(=O)n(C3CCCCC3)c(=O)[nH]2)CC1,-9%,21,-1%,5%,0,i,4%,9%,4%,
COc1cccc(NC(=O)C2CC(=O)N(C)C(=Nc3cccc(F)c3)S2)c1 (centres undefined),-19%,6,-16%,-6%,4,i,-5%,9%,-7%,
CCOC(=O)c1ccc(NCn2c(=O)oc3ccccc32)cc1,x,9,x,1%,6,i,0%,5%,-20%,
CCC/C(O)=C1\C(=O)CC(C)(C)CC1=Nc1ccc(OC)cc1OC,42%,6,46%,6%,0,i,17µM*,8%,-14%,
COc1ccc(S(=O)(=O)NCC(c2cccnc2)N2CCN(c3ccccc3OC)CC2)cc1C (centres undefined),1%,2,-2%,3%,3,i,4%,3%,1%,
O=C1C2=C(SCCS2)C(=O)N1c1ccccc1,1%,0,-23%,x,9,i,0%,13%,1%,
CCOC(=O)c1sc2nc(C)cc(C)c2c1NC(=O)c1ccco1,6%,9,-1%,3%,1,i,8%,11%,1%,
COc1ccc(NC(=O)c2cccs2)cc1O,-3%,13,-4%,-12%,6,i,-2%,3%,-2%,
CCOC(=O)N1CCN(Cc2nc3c(c(=O)n(C)c(=O)n3C)n2CCC(C)C)CC1,41%,7,0%,4%,1,i,-7%,3%,-2%,
O=C(CSCCSCC(=O)c1ccco1)c1ccco1,11%,4,5%,14%,0,i,-12%,14%,5%,Spn PMK inh pilot replicates=2.5;Spn MK inh pilot replicates=2.0;Spn DPM-DC inh pilot screen %=1.0
C=CCn1c(SCC(=O)NCc2ccccc2)nnc1-c1ccccc1O,-10%,6,16%,-4%,9,i,-2%,6%,0%,
O=c1cc(NCCO)c2ccccc2o1,5%,0,-1%,3%,6,i,-7%,12%,0%,
C=CCn1c(SCC(=O)NCC2CCCO2)nc2scc(-c3ccco3)c2c1=O (centres undefined),-14%,5,-3%,6%,10,i,11%,14%,-1%,Spn PMK inh pilot replicates=2.0;Spn MK inh pilot replicates=0.0;Spn DPM-DC inh pilot screen %=1.0
CN1c2ccccc2N(C)C1c1ccc2c(c1)OCO2,2%,1,8%,-2%,11,i,4%,9%,-6%,

# The closing 3 records of the part above open the next one:
SMILES,HPDE-C7 viability,Spn PMK inh,HPDE-C7K KRASV12,LYP phosphatase,Spn MK inh,Spn DPM-DC inh,HT1080 viability,TNAP inhibition,Bfl-1 displacement,others
O=c1cc(NCCO)c2ccccc2o1,5%,0,-1%,3%,6,i,-7%,12%,0%,
C=CCn1c(SCC(=O)NCC2CCCO2)nc2scc(-c3ccco3)c2c1=O (centres undefined),-14%,5,-3%,6%,10,i,11%,14%,-1%,Spn PMK inh pilot replicates=2.0;Spn MK inh pilot replicates=0.0;Spn DPM-DC inh pilot screen %=1.0
CN1c2ccccc2N(C)C1c1ccc2c(c1)OCO2,2%,1,8%,-2%,11,i,4%,9%,-6%,
Oc1ccccc1C(=S)N1CCCCC1,-15%,15,-15%,2%,2,i,2%,4%,0%,
CCC(C)(C)n1nnnc1C(c1ccncc1)N1CCN(c2cccc(OC)c2)CC1 (centres undefined),-7%,13,5%,2%,2,i,2%,14%,3%,Spn PMK inh pilot replicates=0.0;Spn MK inh pilot replicates=0.0;Spn DPM-DC inh pilot screen %=0.0
CCOc1ccc(C2N(c3ccc(F)cc3)C(=O)C3CCCN32)cc1OC (centres undefined),-2%,5,4%,2%,13,i,-5%,6%,0%,
CCCc1nc2ccccc2c(=O)n1/N=C/c1ccccc1O,0%,5,-2%,x,8,i,-9%,4%,5%,
O=C(NCc1cccs1)C1CC(c2ccccc2O)=NO1 (centres undefined),44%,6,32%,x,8,i,-1%,18%,2%,Spn PMK inh pilot replicates=3.0;Spn MK inh pilot replicates=0.0;Spn DPM-DC inh pilot screen %=6.0
O=C(Oc1cccc2cccnc12)c1ccc(Br)o1,14µM*,7,x,-11%,8,i,24%,-5%,2%,
CC(C)C1C(C#N)=C(N)Oc2n[nH]c(C(C)(C)C)c21 (centres undefined),-5%,4,0%,3%,9,i,-5%,23%,12%,
CCCC(=O)c1ccc(N2CCN(C(=O)OCC)CC2)c(F)c1,-13%,11,-6%,x,0,i,-6%,8%,-9%,
CCN1CCN(Cc2nc3c(c(=O)[nH]c(=O)n3C)n2Cc2ccccc2Cl)CC1,11%,7,9%,13%,3,i,4%,17%,-5%,Spn PMK inh pilot replicates=3.0;Spn MK inh pilot replicates=2.5;Spn DPM-DC inh pilot screen %=4.0
CC1CCCC(C)N1C(=O)CSc1nnc(CSc2ncccn2)n1C (centres undefined),4%,7,-8%,1%,4,i,-19%,3%,-1%,
CCOc1ccc(C(=O)NCc2ccncc2)cc1,-6%,5,-11%,9%,3,i,-9%,2%,1%,
O=C(O)CCc1n[nH]c(=S)[nH]c1=O,2%,4,3%,7%,7,i,6%,7%,1%,
CCOC(=O)c1c(N)nn(C(=O)C(C)(C)C)c1-c1ccccc1,-6%,2,-8%,-13%,5,i,0%,8%,1%,
CN(C)S(=O)(=O)c1ccc(C(=O)OCC(=O)NC(=O)NCc2ccccc2)cc1,-4%,20,2%,2%,4,i,0%,5%,-8%,
O=C(Nc1c2c(nn1-c1ccc(Cl)cc1)CS(=O)(=O)C2)c1ccc2c(c1)OCO2,-4%,19,2%,12%,1,i,12%,5%,-5%,
O=C(Nc1ccccn1)NC1CCS(=O)(=O)C1 (centres undefined),-13%,0,-4%,7%,10,i,-1%,13%,-7%,
CCCn1c(C)cc(C(=O)COc2ncnc3sccc23)c1C,-1%,0,-3%,20%,9,i,1%,18%,-8%,Spn PMK inh pilot replicates=0.0;Spn MK inh pilot replicates=0.0;Spn DPM-DC inh pilot screen %=0.0

# Compound activity (PubChem BioAssay)
